hIAP inh = blocks human intestinal alkaline phosphatase; purified IAP, CDP-Star luminescence, 30 min; inhibition, % at 10 µM; 330,000 tested, 0.12% active; AID 2544;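 active = inhibition reaching a set limit with compound at 10 µM in the primary screen, cut at about 35% in these data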;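 note: plate controls were DMSO wells with enzyme for no effect and no-enzyme buffer wells for full effect; values of inactives mirror those of a sister screen read the other way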
Target sequence (P09923 whole entry, looked up): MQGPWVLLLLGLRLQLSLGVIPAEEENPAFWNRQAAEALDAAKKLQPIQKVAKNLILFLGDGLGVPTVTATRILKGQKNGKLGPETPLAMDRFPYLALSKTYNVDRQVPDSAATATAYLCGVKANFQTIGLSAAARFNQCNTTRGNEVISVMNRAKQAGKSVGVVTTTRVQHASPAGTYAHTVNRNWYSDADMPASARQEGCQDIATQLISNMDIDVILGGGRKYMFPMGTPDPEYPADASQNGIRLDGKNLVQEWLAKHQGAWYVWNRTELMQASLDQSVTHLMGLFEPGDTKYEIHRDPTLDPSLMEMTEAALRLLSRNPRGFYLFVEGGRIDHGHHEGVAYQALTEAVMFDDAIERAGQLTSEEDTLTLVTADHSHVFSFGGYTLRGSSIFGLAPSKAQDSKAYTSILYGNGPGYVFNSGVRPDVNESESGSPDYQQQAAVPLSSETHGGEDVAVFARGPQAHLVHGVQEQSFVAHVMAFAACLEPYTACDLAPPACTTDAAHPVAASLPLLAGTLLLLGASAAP
mIAP block = mouse IAP inhibition; purified mouse IAP, CDP-Star luminescence, 30 min; inhibition, % at 10 µM; 330,000 tested, 0.2% active;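 active = inhibition of at least 40% at 10 µM in the primary screen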;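 note: plate controls were DMSO with enzyme for no effect and no enzyme wells for full effect; values of inactives mirror those of a sister screen read the other way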
MIN6 prolif = inducers of beta-cell replication in MIN6 cells; proliferation, % at 10 µM; AID 2380; MIN6 cells proliferation, ATPlite luminescence, 48 h; cells starved in 0.2% serum; 100% = growth in 10% serum; 330,000 tested, 0.29% active;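 active = compounds whose signal lies at least 3.5 SD above the mean of all wells on their plate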;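 note: 0% = DMSO-treated cells in low-serum medium and 100% = 10% serum control; some compounds called inactive have numbers as strong as hits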
APOBEC3A inh = human APOBEC3A DNA deaminase inhibition; recombinant A3A, FAM/TAMRA ssDNA deamination fluorescence; inhibition, % at 20 µM; 330,000 tested, 0.41% active;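 active = at least 40% inhibition at 20 µM here, with at most 30% in a related deaminase screen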;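 note: plate controls were A3A with DMSO for no effect and wells lacking A3A enzyme for full effect; some results filed as inactive read as strong as hits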
TIM10 inh = TIM10 yeast growth inhibition | AID 463195 | 330,000 tested, 1.4% active | inhibition, % at 10 µM | S. cerevisiae TIM10 strain growth, BacTiter-Glo luminescence, 24 h;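 active = inhibition of 40% or more at the single tested concentration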;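 note: wild-type TIM10 isogenic control strain grown at permissive 25 °C; 0% = DMSO yeast wells and 100% = minimal medium wells without yeast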
APOBEC3G inh = inhibitors of human APOBEC3G DNA deaminase. Q9HC16. recombinant A3G, ssDNA deamination FAM/TAMRA fluorescence. inhibition, % at 20 µM. 330,000 tested, 0.28% active. AID 493012;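 active = inhibition of at least 40% at 20 µM, with no more than 30% in the related APOBEC3A deaminase screen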;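 note: plate controls were DMSO wells with A3G for no effect and wells lacking A3G enzyme for full effect; some compounds called inactive have numbers as strong as hits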
Target sequence (Q9HC16 whole entry, looked up): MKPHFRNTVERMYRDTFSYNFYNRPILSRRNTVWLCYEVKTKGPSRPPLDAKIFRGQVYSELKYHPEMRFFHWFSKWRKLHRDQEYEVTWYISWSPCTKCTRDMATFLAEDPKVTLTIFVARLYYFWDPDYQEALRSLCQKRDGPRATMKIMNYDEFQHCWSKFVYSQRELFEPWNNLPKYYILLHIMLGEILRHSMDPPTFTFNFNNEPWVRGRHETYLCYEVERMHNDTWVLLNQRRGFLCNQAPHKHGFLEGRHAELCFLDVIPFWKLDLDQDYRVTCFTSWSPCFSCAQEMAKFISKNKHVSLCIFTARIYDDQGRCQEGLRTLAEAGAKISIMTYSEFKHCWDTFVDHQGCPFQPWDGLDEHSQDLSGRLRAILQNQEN
mIAP act = mouse IAP activation. muIAP, CDP-Star luminescence, 30 min; stronger effect = higher value; 1 = vehicle-only enzyme signal, 0 = enzyme-free wells. activation factor at 10 µM. 330,000 tested, 0.24% active;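 active = activation factor of at least 2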; note: the source names both 10 and 20 µM as test concentration; values of inactives mirror those of a sister screen read the other way
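System: Mouse IAP enzyme | Also added: CDP-Star substrate | Dosing: Compounds dispensed in DMSO | Schedule: 30 min enzyme-substrate-compound incubation at room temperature | Technique: Chemiluminescence readout | Control set: DMSO-only wells and no-enzyme negative control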
NLRP3 yeast inh = inhibitors of NALP3 inflammasome in yeast; 330,000 tested, 0.39% active; inhibition, % at 10 µM; AID 2825; Yeast reconstituted NLRP3/ASC/caspase-1, beta-gal luminescence, 24 h;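 active = inhibition of 50% or more; inactive = inhibition below 50%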;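 note: plate controls were induced DMSO wells for no effect and uninduced yeast grown without galactose for full effect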
tim10-1 inh = tim10-1 yeast growth inhibition | S. cerevisiae tim10-1 ts strain growth, BacTiter-Glo, 24 h | inhibition, % at 20 µM | 330,000 tested, 2.2% active | AID 463190;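 active = inhibition of at least 40%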;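 note: mutant grown at 25 °C; 0% = DMSO wells with yeast and 100% = wells holding no yeast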
* hit, by the source's call.

Structure | MIN6 prolif | NLRP3 yeast inh | APOBEC3A inh | mIAP block | hIAP inh | TIM10 inh | mIAP act | APOBEC3G inh | tim10-1 inh
CC(C)CC(C(=O)Nc1oc(-c2ccco2)c(-c2ccco2)c1C#N)N1C(=O)c2ccccc2C1=O (stereo not drawn) | -1 | 1 | 12 | 45* | -11 | 25 | 0.55 | 3 | 13
CCn1c(SCC(=O)Nc2ccccc2C(=O)OC)nnc1-c1ccoc1C | -1 | 8 | -1 | -3 | -3 | 10 | 1 | -2 | 20
Cc1ccccc1N1CCN(C2CCCN(C(=O)CCN3CCCO3)C2)CC1 (stereo not drawn) | 2 | 9 | 1 | -4 | 14 | -4 | 1 | 14 | 0
Cc1ccc2[nH]cc(/C=C/c3cc[n+](C)cc3)c2c1 | -5 | 25 | 49* | -8 | -4 | 18 | 1.1 | -14 | 35
Cc1c(NC(=O)c2ccc(CN3CCc4ccccc4C3)cc2)c(=O)n(-c2ccccc2)n1C | -1 | 5 | -3 | -3 | -8 | -4 | 1 | -4 | 7
CC(=O)C1=C(C)NC(=O)NC1/C=C/c1ccccc1 (stereo not drawn) | -1 | -3 | -1 | -5 | 4 | 3 | 1 | -10 | -20
COc1cccc(N2CCN(C(=O)CCCCCn3c(=S)[nH]c4cc5c(cc4c3=O)OCO5)CC2)c1 | 3 | 8 | -5 | 9 | -12 | -15 | 0.91 | -7 | -7
CCOC(=O)C1Nc2ccc(C(F)(F)F)cc2C2C=CCC12 (stereo not drawn) | -8 | 8 | 3 | -2 | -3 | 12 | 1 | 4 | 27
O=C(Nc1ccc(Cl)cc1)N1CCCC1 | -3 | 17 | 3 | -6 | 19 | 18 | 1.1 | -4 | 17
CCNC(=O)Nc1ccc(-n2nc(C)c(C(=O)OCC)c2C)nc1 | -1 | 26 | -1 | -8 | -15 | 9 | 1.1 | 11 | 15
COc1ccc(OCC(=O)N(Cc2cccs2)C2CCS(=O)(=O)C2)cc1 (stereo not drawn) | -2 | 5 | -4 | 3 | -10 | -4 | 0.97 | -4 | 7
N/C(=N\OC(=O)c1cccs1)c1cccnc1 | -3 | 12 | 0 | -5 | -11 | 10 | 1 | 2 | -22
Cc1ccc(-c2[nH]c(-c3ccc(Cl)cc3)nc2SCC(=O)NCC2CCCO2)cc1 (stereo not drawn) | -6 | 13 | -3 | -38 | -8 | 6 | 1.4 | -2 | 16
CC1CN(CCOc2cccc(Oc3ccccc3)c2)CC(C)O1 (stereo not drawn) | 1 | 23 | -6 | 6 | 11 | -38 | 0.94 | -11 | -17
COc1ccc(OC)c(S(=O)(=O)NCCc2ccccc2)c1 | 1 | 6 | -3 | -6 | -2 | -1 | 1.1 | -4 | -15
CCn1c(SC(C)C(=O)OC)nnc1-c1c[nH]c2ccccc12 (stereo not drawn) | -4 | 8 | -1 | 0 | 3 | -9 | 1 | -2 | 6
COc1ccccc1NC(=O)CNC(=O)c1ccc([N+](=O)[O-])cc1 | 0 | 8 | 1 | -2 | 2 | 6 | 1 | -5 | -4
COC(=O)c1c(NC(=O)Cc2cccs2)sc2c1CCC(C)C2 (stereo not drawn) | -3 | 20 | 5 | 23 | 18 | -10 | 0.77 | 8 | 5
CCOc1ccc(NC(=O)c2ccc(NC(=O)c3ccc(NC(N)=O)cc3)cc2)cc1 | 1 | 15 | 15 | -8 | -1 | -6 | 1.1 | 24 | 10
Cc1ccc(NS(=O)(=O)c2ccc(C)c(NC(=O)COc3ccc4ccccc4c3)c2)c(C)c1 | -6 | 12 | 1 | -12 | 3 | 15 | 1.1 | -2 | 12
Cc1sc2ncnc(NCC(O)c3ccc([N+](=O)[O-])cc3)c2c1C (stereo not drawn) | -4 | 25 | -3 | -3 | 4 | 20 | 1 | -9 | -6
CN(C)c1cccc(C(=O)NCCCSc2ccccc2)c1 | -4 | 13 | 2 | -2 | -19 | -5 | 1 | -3 | -4
CCCn1c(CNc2ccc(Br)cc2)nc2ccccc21 | -6 | 5 | -2 | 5 | -2 | 11 | 0.95 | -3 | 3
COc1ccccc1CN1CC(C(=O)NCc2ccc(N3CCCC3=O)cc2)CCC1=O (stereo not drawn) | -2 | 9 | -1 | -4 | -18 | -7 | 1 | -1 | -4
CCn1cc(C(=O)NC(C)C)c(=O)c2cc(F)c(N3CCN(C(=O)c4ccco4)CC3)cc21 | 0 | -7 | -1 | 1 | 3 | -1 | 0.99 | -2 | 5
O=C(CN1C(=O)C2CC=CCC2C1=O)Nc1nnc(C2CC2)s1 (stereo not drawn) | 2 | -4 | -3 | 4 | -2 | -4 | 0.96 | -10 | -15
COc1cccc(CNC(=O)CCC2CCCN(C(=O)Cc3ccccc3F)C2)c1 (stereo not drawn) | -1 | -6 | -4 | -8 | -14 | 19 | 1.1 | 1 | 12
Cc1cc(C(=O)Nc2ccc(Cl)cc2)n(-c2ccccc2)n1 | -4 | 27 | -1 | 2 | -19 | 11 | 0.98 | -8 | 28
Cc1ccc(C(c2c(O)nc3n(c2=O)CCS3)c2c(O)nc3n(c2=O)CCS3)cc1 | -1 | 10 | 53* | 6 | -3 | 0 | 0.94 | -3 | 7
N#Cc1nc(COc2ccccc2)oc1N1CCCCC1 | -4 | 62* | -2 | 4 | 2 | -10 | 0.96 | -1 | 22

The last 2 records of the section above lead into the next.
Structure | MIN6 prolif | NLRP3 yeast inh | APOBEC3A inh | mIAP block | hIAP inh | TIM10 inh | mIAP act | APOBEC3G inh | tim10-1 inh
Cc1ccc(C(c2c(O)nc3n(c2=O)CCS3)c2c(O)nc3n(c2=O)CCS3)cc1 | -1 | 10 | 53* | 6 | -3 | 0 | 0.94 | -3 | 7
N#Cc1nc(COc2ccccc2)oc1N1CCCCC1 | -4 | 62* | -2 | 4 | 2 | -10 | 0.96 | -1 | 22
Fc1ccccc1-c1csc(-c2cccnc2)n1 | 0 | 21 | -4 | 12 | 28 | 17 | 0.88 | -7 | 18
Cc1ccc(S(=O)(=O)c2ccc(Oc3ccccc3)cc2)cc1 | -6 | 25 | -2 | -2 | 9 | 17 | 1 | -2 | 23
COc1ccc(C)cc1NC(=O)Nc1ccc(Br)cn1 | -3 | 10 | -2 | -2 | 8 | 6 | 1 | -4 | 6
O=C(N=Nc1c(O)[nH]c2ccccc12)c1cc(-c2ccc(F)cc2)n[nH]1 | 2 | 28 | 4 | 15 | -65 | 10 | 0.85 | -9 | -3
O=C(CC(=O)Nc1cccc(Cl)c1Cl)Nc1cccc(Cl)c1Cl | -4 | 11 | 2 | 3 | -3 | 4 | 0.97 | -4 | -5
O=C(CN1CC[n+]2c(-c3cccs3)csc21)c1ccc(-c2ccccc2)cc1 | -7 | 12 | 1 | 21 | -17 | 3 | 0.79 | -11 | 20
CCC(C)(C)C1CCC2(CC1)NC(=O)N(CC(=O)NCCCc1ccccc1)C2=O (stereo not drawn) | -6 | 14 | -5 | -9 | 7 | 14 | 1.1 | -8 | 9
O=C(CCN=C1NS(=O)(=O)c2ccccc21)Nc1ccc(F)cc1Cl | -2 | 5 | -8 | 1 | 8 | 2 | 0.99 | -8 | 2
COc1ccc(CN(C(=O)Cn2nnc3ccccc32)C(C(=O)NC(C)(C)C)c2ccco2)cc1 (stereo not drawn) | 0 | 0 | 1 | 1 | 2 | 2 | 0.99 | -4 | 13
CC(C)c1csc(CN2CCC(N3CCC(C(=O)N4CCOCC4)CC3)CC2)n1 | -4 | 1 | 1 | -5 | 13 | -11 | 1.1 | -6 | 9
CCCCn1c(N)c(N(CCC(C)C)C(=O)c2ccc(C)o2)c(=O)[nH]c1=O | -1 | 4 | -4 | -12 | 10 | 8 | 1.1 | -6 | 5
O=S(=O)(c1cccs1)N1CN(C2CCCCC2)c2nc3ccccc3nc21 | -2 | 11 | 2 | 10 | 6 | 11 | 0.9 | 1 | 8
CCN(CC)CCNC(=O)c1cn(C)c2ccc(S(=O)(=O)N(C)C3CCCCC3)cc2c1=O | -2 | 6 | -2 | 9 | 15 | 2 | 0.91 | -2 | 18
CCn1c(CNC(=O)c2ccco2)nnc1SCC(=O)c1ccc(OC)cc1 | -3 | 0 | 2 | -3 | -2 | -2 | 1 | 4 | 14
CCC(C)(NC=O)C(=O)Nc1c(C)cccc1C (stereo not drawn) | 1 | 2 | 0 | -7 | -18 | 3 | 1.1 | -4 | -4
[N-]=[N+]=NC[C@H](c1ccccc1)N1CCN(Cc2ccccc2)CCC1=O | 0 | 8 | -4 | 0 | 20 | 10 | 1 | -10 | 7
Cc1ccc(C)c(CN2CCC(CNC(=O)Nc3ccc(C)c(C)c3)CC2)c1 | -7 | 10 | -4 | -291 | -27 | 13 | 3.9* | -6 | 7
O=C1N/C(=N\N=C\c2ccco2)SC1Cc1ccccc1[N+](=O)[O-] (stereo not drawn) | -2 | 21 | 3 | 3 | 11 | 10 | 0.97 | 1 | 17
Cc1cccc(NS(=O)(=O)c2cccc(C(=O)NCC(C)(C)N3CCOCC3)c2)c1 | -4 | 1 | -4 | -6 | -25 | 0 | 1.1 | -4 | 6
C=CCc1cccc2cc(C(=O)NC3=C(C#N)CCC3)c(=O)oc12 | 2 | 5 | 2 | -5 | 12 | 11 | 1.1 | 1 | 19
O=C(CCN1C(=O)C2CCCCC2C1=O)Nc1ccc(F)c(F)c1F (stereo not drawn) | -1 | 13 | -3 | 6 | 3 | -3 | 0.94 | -10 | 8
CSCc1ccc(C(=O)OCc2nc3ccccc3s2)o1 | 1 | 24 | -4 | 4 | 2 | 4 | 0.96 | -2 | 8
Cc1ccc(C2C(C#N)C(C#N)N3CCCN23)cc1 (stereo not drawn) | -2 | -1 | -1 | 9 | 0 | -7 | 0.91 | -3 | 8
O=c1c2ccccc2c(C=NCCCN2CCOCC2)c(O)n1Cc1ccccc1 | 0 | 11 | -4 | -9 | -8 | 22 | 1.1 | -8 | 3
CCCCNC(=O)c1cccnc1SCC(=O)Nc1ccccc1OC | 0 | 7 | -2 | -4 | 10 | 18 | 1 | -7 | 23
N#C/C(=C\c1cccc(OC(=O)c2cccs2)c1)C(N)=O | 0 | 11 | 5 | 0 | 2 | 32 | 1 | -1 | 34
CCOc1ccc(Oc2ccc(NC(=O)[C@@H](NC(N)=O)[C@@H](C)CC)cc2)cc1 | 1 | -11 | 1 | -17 | -14 | 5 | 1.2 | 0 | 4
COc1cccc(NC(=O)CCN2C(=O)c3ccc([N+](=O)[O-])cc3C2=O)c1 | -1 | 17 | -1 | 7 | 11 | 3 | 0.93 | -1 | 8
COCCSc1ccccc1C(=O)Nc1cc([N+](=O)[O-])ccc1OC | -1 | 39 | -1 | 0 | -1 | 11 | 1 | -3 | 2
CC(=O)NCCNC(=O)c1cc(-c2cccc3ccccc23)nc2ccccc12 | -4 | 17 | 1 | 2 | -31 | -7 | 0.98 | -7 | 3
COc1ccc(-c2ccc(NCCN3CCOCC3)nn2)cc1OC | 0 | 4 | -2 | -8 | -16 | -2 | 1.1 | 2 | -12
O=C(COC(=O)c1cccc([N+](=O)[O-])c1)c1ccc(OCc2ccccc2)cc1 | 4 | 22 | -2 | 8 | 16 | 11 | 0.92 | -4 | 22
